Menin-MLL TR inh = inhibitors of human menin-MLL interaction, mutant MLL peptide; O00255; Menin + Texas Red MLL mutant peptide, fluorescence polarization; Potency, µM (top dose mostly 61.6 µM), for inactives: at the highest dose FP activity change, negative = inhibition, actives largely listed as inhibitors; 0.23% of 270,000 active; active = well fitted inhibition curve with a large enough effect in the polarisation, with a control signal flat, not every such curve was filed as active; inconclusive = small, poorly fitted or top-dose-only effect, or effect the other way, or a change in a side signal; inactive = no such curve, though single readings can be large or run the other way; the % refers to the polarisation; also: potency is read from the fitted curve at half-maximal effect; % of control where 0% means no effect; many of its hits are not listed in these tables
BCR signal inh = chronic active BCR signaling inhibition; ABC-DLBCL IkBa-CBG/CBR reporter, luminescence ratio, 4 h; Potency, µM (doses to about 46.1 µM), for inactives: at the top dose ratio change, negative = lower green/red ratio, usual class: inhibitors; 0.05% of 340,000 active; AID 493014; active = well fitted inhibition curve with a large enough effect in the signal ratio, with a control signal flat, not every such curve was filed as active; inconclusive = small, poorly fitted or top-dose-only effect, or effect the other way, or a change in a side signal; the % refers to the signal ratio;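 also: potency is read from the fitted curve at half-maximal effect; plate controls were basal doxycycline-induced cells for no effect and cells given 10 µM MG132 for full effect; MG132 reads +100%, hits lower the ratio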
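TMD8 ABC-DLBCL cells carrying doxycycline-inducible green luciferase fused to IkappaBalpha plus unfused red luciferase were exposed to compounds (up to 46 uM) for 4 hrs at 37C. Activity came from the overlap-corrected green/red luminescence ratio.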
Coupling enz = inhibits coupling enzyme system, counter-screen for aldolase hits; coupling enzyme system counterscreen, AmpLite Red fluorescence; activity change, negative = inhibition, % at 58.2 µM, hits read low; 0.67% of 290,000 active; AID 2472; in the data active = activity change below about -30%; also: % is scaled to controls: 0 for no effect and ±100 for the full control effect
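Counterscreen lacking aldolase: glyceraldehyde-3-phosphate coupling-enzyme reagent preincubated 10 min at RT with compound (at 57.5 uM final), then substrate/coupling system with AmpLite Red added; fluorescence read at 525/598 nm after 20 min RT.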
Giardia killer = Giardia lamblia killing | activity change, % at 7.66 µM, hits read low | 0.15% of 340,000 active | Giardia lamblia trophozoite viability; in the data active = activity change below about -80%; inconclusive = between about -30% and that limit;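 also: parasites exposed to compound for two days anaerobically before the ATP read; % is scaled to controls: 0 for no effect and ±100 for the full control effect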
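Killing of trophozoites was scored by loss of ATP luminescence after a 48 hrs anaerobic exposure to compounds at 37 deg C, using 100 cells per well.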
a7 integrin act = activators of alpha7 integrin expression for muscular dystrophy; alpha7betagal myoblasts, beta-gal FDG fluorescence, 48 h; Potency, µM (titrated, usually from 38.3 µM), for inactives: at the top dose activation, actives largely listed as activators; 0.064% of 350,000 active; AID 624291;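 also: potency is read from the fitted curve at half-maximal effect; 100% = response of the positive control SU9516; nearly all actives have a fitted effect of over 60% in size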
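Alpha7betagal+/- myoblasts (passage 13) were plated 16-24 hr, then exposed to compounds (1:260 dilution of DMSO stock) for 48 hours at 37C. After MPER lysis, β-galactosidase reporter activity was read as FDG fluorescence (ex 480/em 540) after 30 minutes.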
Tb PFK block = inhibitors of T. brucei phosphofructokinase; Potency, µM (highest dose often 57.5 µM), for inactives: at the highest dose activity, negative = inhibition, hits mostly inhibitors; 0.17% of 330,000 active; T. brucei PFK, ADP-Glo luminescence;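 also: potency is read from the fitted curve at half-maximal effect; 0% = uninhibited 1x PFK enzyme wells and -100% = no-enzyme wells; nearly all actives have a fitted effect of over 60% in size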
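PFK 1.25 nM, F6P 0.5 mM, ATP 0.1 mM, 0.1 M TEA pH 8.0, 5 mM MgCl2, 0.01% Tween20, 0.1% BSA; 45 min RT. ADP-Glo readout. qHTS titration up to 57 uM; curves fitted, compounds curve-classed.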
PKM2 activator = increases activity of human pyruvate kinase M2. P14618. purified PKM2, Kinase-Glo ATP luminescence, activation; response scale: 0% is enzyme alone, no compound. Potency, µM (series often up to 57.5 µM), inactives show at the highest dose activation, hits mostly activators. 0.34% of 260,000 active. AID 1631; also: potency is read from the fitted curve at half-maximal effect; % is scaled to controls: 0 for no effect and ±100 for the full control effect; nearly all actives have a fitted effect of over 55% in size
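Purified hPK-M2 (>95%) run at intermediate activity with 0.1 mM ADP and 0.5 mM PEP in 50 mM imidazole pH 7.2, KCl, MgCl2; 1 h room temperature. ATP formed read by Kinase-Glo luminescence; normalized to uninhibited and no-enzyme controls.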
TSG101-PTAP inh = blocks PTAP/TSG101 interaction to inhibit HIV-1 budding | Potency, µM (top dose mostly 115 µM), for the others: top-dose activity change, negative = inhibition, usual class: inhibitors | Q99816 | 340,000 tested, under 10 active | Fluorescence polarization, FITC-PTAP peptide / Tsg101 binding; active = well fitted inhibition curve with a large enough effect in the main read-out, with a control signal flat, not every such curve was filed as active; inconclusive = small, poorly fitted or top-dose-only effect, or effect the other way, or a change in a side signal; inactive = no such curve, though single readings can be large or run the other way; also: potency is read from the fitted curve at half-maximal effect; % of control where 0% means no effect
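Tsg101 binding domain (10 uM final) was mixed with compound and a FITC-labeled PTAP peptide (50 nM final) in HEPES pH 7.5 buffer with NaCl, Tween 20, EDTA and TCEP; fluorescence polarization was read after 20 min at r.t.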
B2AR arrestin = agonists driving beta-arrestin recruitment to human beta2-adrenergic receptor | P07550 | beta-arrestin recruitment to beta2AR, cell-based reporter | Potency, µM (titrated, usually from 46.1 µM), without a hit: top-dose activation, most hits filed as activators | 0.02% of 330,000 active | AID 492947;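 also: potency is read from the fitted curve at half-maximal effect; 0% = DMSO controls and full agonism = EC100 isoproterenol or metaproterenol; nearly all actives have a fitted effect of over 65% in size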
ASM inhibitor = human S-ASM enzyme inhibition. Potency, µM (series often up to 57.5 µM), for inactives: at the highest dose activity change, negative = inhibition, hits mostly inhibitors. 0.006% of 340,000 active. placental ASM, HMU-PC fluorogenic substrate, 60 min; also: potency is read from the fitted curve at half-maximal effect
Target sequence (P17405 47-631 limits assumed): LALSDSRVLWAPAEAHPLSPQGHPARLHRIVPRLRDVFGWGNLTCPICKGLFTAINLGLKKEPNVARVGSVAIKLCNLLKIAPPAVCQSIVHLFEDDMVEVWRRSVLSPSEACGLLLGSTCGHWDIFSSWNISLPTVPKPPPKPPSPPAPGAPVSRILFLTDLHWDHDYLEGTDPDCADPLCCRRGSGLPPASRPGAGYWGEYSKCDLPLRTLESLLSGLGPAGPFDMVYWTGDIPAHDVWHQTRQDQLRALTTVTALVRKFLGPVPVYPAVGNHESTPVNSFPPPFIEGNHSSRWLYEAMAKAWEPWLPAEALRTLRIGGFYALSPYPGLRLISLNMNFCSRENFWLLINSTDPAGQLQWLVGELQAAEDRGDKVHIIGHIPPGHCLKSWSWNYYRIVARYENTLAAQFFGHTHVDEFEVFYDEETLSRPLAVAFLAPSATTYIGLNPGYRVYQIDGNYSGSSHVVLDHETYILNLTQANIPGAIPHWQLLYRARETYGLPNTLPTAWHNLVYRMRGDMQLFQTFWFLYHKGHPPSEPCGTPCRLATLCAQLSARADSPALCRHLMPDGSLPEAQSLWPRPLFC
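Fluorogenic HMU-PC substrate (9 uM final) is turned over by placental ASM in 60 min at 37 C after a 10 min compound preincubation. Reaction ended by alkaline stop (pH 10), with fluorescence read at 386/447 nm.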
GALK inhibitor = blocks human galactokinase activity; P51570; Purified GALK, Kinase-Glo residual ATP luminescence; AID 1868; Potency, µM (titrated, usually from 57.5 µM), inactives show top-dose activity change, negative = inhibition, most hits filed as inhibitors; 0.007% of 270,000 active; also: potency is read from the fitted curve at half-maximal effect; % is scaled to controls: 0 for no effect and ±100 for the full control effect
Target sequence (P51570 whole entry, looked up): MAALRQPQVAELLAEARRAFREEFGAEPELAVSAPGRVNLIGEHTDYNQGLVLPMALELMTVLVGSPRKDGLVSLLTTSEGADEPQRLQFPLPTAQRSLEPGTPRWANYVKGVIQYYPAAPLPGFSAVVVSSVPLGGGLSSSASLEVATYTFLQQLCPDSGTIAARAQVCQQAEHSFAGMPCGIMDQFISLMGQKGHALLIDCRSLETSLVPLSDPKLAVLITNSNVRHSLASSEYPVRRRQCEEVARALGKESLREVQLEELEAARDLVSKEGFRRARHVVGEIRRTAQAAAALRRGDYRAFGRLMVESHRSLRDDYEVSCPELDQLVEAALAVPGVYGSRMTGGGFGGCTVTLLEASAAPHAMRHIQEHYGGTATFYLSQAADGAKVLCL
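Human GALK (5 nM) with 35 uM ATP and 100 uM galactose in 20 mM HEPES pH 8.0, 5 mM MgCl2, 60 mM NaCl, 1 mM DTT, 0.01% BSA. After 1 h at room temperature, leftover ATP was read by Kinase-Glo Plus luminescence.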
* = called active by the depositor; u = inconclusive; x = no result given; [ ] = dose if it differs, or a comment. Unless noted, calls follow the shape of the dose curve; as a rule, active = well fitted curve in the direction sought with a large enough effect; inconclusive = small, poorly fitted or top-dose-only effect, or another doubt; inactive = no such curve, though single readings can be large; an effect the other way counts as inactive or inconclusive. Only part of the results is shown. The share of hits here may be higher or lower than overall.

structure | Menin-MLL TR inh | PKM2 activator | B2AR arrestin | Tb PFK block | Giardia killer | Coupling enz | BCR signal inh | ASM inhibitor | TSG101-PTAP inh | a7 integrin act | GALK inhibitor
O=C(COC(=O)CNC(=O)C1CCCCC1)NCc1ccccc1 | x | x | -0.2% | -2% | 6 | x | 0% | 5% | -3% | 24% | x
COc1cccc(CNC(=O)COC(=O)C2CC3CCCC(C2)C3=O)c1 (stereo unspecified) | x | x | 0.0% | -3% | 11 | x | 5% | -1% | 0% | 0% | x
Clc1cccc(Nc2c3c(nc4ncnn24)CCC3)c1 | -11% | 2% | -0.2% | 2% | 2 | 3 | u | -3% | -2% | 7%[7.66 µM] | 1%
COc1ccc(NC(=O)COC(=O)CCSc2ccccc2)cc1OC | x | x | -0.3% | 0% | -17 | x | 4% | -3% | -6% | 0% | x
OCC[C@H]1C[C@H](O)[C@@H](O)[C@@]2(OCc3ccccc32)O1 | x | x | -0.1% | 4% | 5 | x | 8% | -4% | -6% | 21% | x
O=C(COc1ccccc1)Nc1cccc(S(=O)(=O)N2CCCC2)c1 | x | x | -0.3% | 0% | 8 | x | u | x | -2% | 11% | x
COc1cc(S(=O)(=O)N2CCCCC2)ccc1NC=O | -1% | 7% | x | x | -6 | -13 | x | -5% | 2% | 10% | 1%
CCN(Cc1ccc(Cl)s1)C(=O)c1cccc(OCc2c(C)noc2C)c1 | x | x | 0.2% | -5% | 14 | x | -9% | -4% | -2% | -26% | x
COc1ccc(N2CCN(C(=O)c3ccc(F)cc3)CC2)c([N+](=O)[O-])c1 | -3% | -1% | 0.0% | 2% | 4 | 2 | u | 0% | 1% | -34% | 2%
CCC(NC(=O)c1cc(COc2ccc(C)nc2)on1)c1ccc(C)cc1 (stereo unspecified) | x | 6% | 0.4% | -1% | 25 | x | 0% | -2% | 0% | 17% | 0%
C=CCn1c(=O)/c(=C/c2ccc(F)cc2)s/c1=C(\C#N)c1nnc2n1CCCCC2 | -13% | 2% | 0.1% | 3% | 0 | 6 | 0% | -7% | -10% | -26% | -2%
COc1ccc(S(=O)(=O)N2CCOCC2)cc1NC(=O)c1ccc(OC(F)F)cc1 | x | x | -0.7% | 1% | -4 | x | 1% | -3% | -5% | u | x
Cc1occc1C(=O)NNS(=O)(=O)c1ccc(Cl)cc1 | -6% | -22% | -0.4% | 4% | -6 | -11 | 2% | -4% | -2% | -17% | 2%
COC(=O)c1cc(C)sc1NC(=S)N1CCN(CCc2ccccc2)CC1 | 1% | -2% | -0.3% | -2% | 4 | 1 | 5% | 0% | 1% | -2% | 0%
CC(C)c1c(C(=O)N/N=C/c2cccnc2)nnn1-c1nonc1N | -2% | x | 0.1% | -1% | -1 | -2 | 8% | 2% | -2% | -14% | 0%

Three entries already listed, ordered by length of the SMILES, largest number first.
structure | Menin-MLL TR inh | PKM2 activator | B2AR arrestin | Tb PFK block | Giardia killer | Coupling enz | BCR signal inh | ASM inhibitor | TSG101-PTAP inh | a7 integrin act | GALK inhibitor
COc1ccc(N2CCN(C(=O)c3ccc(F)cc3)CC2)c([N+](=O)[O-])c1 | -3% | -1% | 0.0% | 2% | 4 | 2 | u | 0% | 1% | -34% | 2%
COc1ccc(S(=O)(=O)N2CCOCC2)cc1NC(=O)c1ccc(OC(F)F)cc1 | x | x | -0.7% | 1% | -4 | x | 1% | -3% | -5% | u | x
CC(C)c1c(C(=O)N/N=C/c2cccnc2)nnn1-c1nonc1N | -2% | x | 0.1% | -1% | -1 | -2 | 8% | 2% | -2% | -14% | 0%

(cont.)
structure | Menin-MLL TR inh | PKM2 activator | B2AR arrestin | Tb PFK block | Giardia killer | Coupling enz | BCR signal inh | ASM inhibitor | TSG101-PTAP inh | a7 integrin act | GALK inhibitor
COc1ccc(C(=O)Nc2nc(C)c3cc4c(cc3n2)OCO4)cc1 | 10% | -31% | 0.5% | 2% | 8 | 3 | u | 41% | -4% | 0% | -2%
Cc1cccc(C)c1NC(=O)C(c1cccc([N+](=O)[O-])c1)N(C)C(=O)c1ccccn1 (stereo unspecified) | 6% | -10% | 0.3% | 0% | -3 | 6 | -2% | x | 0% | -2% | 2%
COc1ccc(/C(O)=C/c2nc3ccc(C(=O)NCCc4cccc(C)c4)cc3[nH]c2=O)cc1OC | 7% | 3% | -0.9% | 0% | 4 | 8 | -2% | 4% | -2% | -1% | -3%
COC(=O)c1cn(NC(=O)c2ccncc2)c(=O)c2ccccc12 | 7% | 5% | 0.1% | 1% | 3 | 3 | 1% | 0% | -9% | 16% | 1%
CCCC[C@@H]1C=C(C(=O)O)[C@H](c2ccc3c(c2)OCO3)N1S(=O)(=O)c1ccc(C)cc1 | x | x | 0.2% | 0% | 3 | x | 8% | 5% | -6% | 15% | x
CCOc1ccc2cc(C3CC(c4ccco4)=NN3S(C)(=O)=O)c(=O)[nH]c2c1 (stereo unspecified) | x | 25% | -0.5% | 0% | 26 | -6 | -2% | 19% | 0% | 8% | x
Cc1sc(NC(=O)c2ccc3ncsc3c2)c(C(N)=O)c1C | x | x | -0.3% | -4% | -14 | x | u | 30% | 0% | 6% | x
COC(=O)/C(C#N)=C(/Nc1ccc(F)c(Cl)c1)C(F)(F)F | x | -1% | -0.2% | 27µM* | 3 | -2 | u | 8% | -5% | 11% | -3%
O=C(NC1CCCCC1)C1CCN(c2nnnn2-c2ccccc2)CC1 | -3% | -7% | 0.0% | -1% | 0 | 0 | u | 1% | 0% | -40%[7.66 µM] | 7%
CCCC(=O)NC(=S)Nc1ccccc1N1CCOCC1 | 14% | -1% | 0.0% | -2% | 0 | -1 | 0% | 3% | 0% | 18% | 1%
O=C(CP(=O)(c1ccccc1)c1ccccc1)Nc1nc2ccc(Cl)cc2s1 | x | -6% | -0.6% | -2% | -9 | -1 | 0% | -3% | -1% | -3% | x
CCOC(=O)C1CCN(C(=O)c2ccc3c(=O)n4c(nc3c2)CCCCC4)CC1 | x | x | 0.4% | 27% | -11 | x | 0% | 1% | -1% | -8% | x
CC(C(=O)Nc1ccc(F)c(F)c1F)N(C)CC(=O)Nc1ccccc1Br (stereo unspecified) | -8% | 2% | -0.1% | 5% | -26 | -1 | -10% | -1% | -4% | -3% | 0%
COc1ccc(N2CCN(Cc3nc(-c4ccc(Cl)cc4Cl)no3)CC2)cc1 | 0% | -18% | 0.0% | 1% | -10 | -3 | 1% | -13% | -7% | -29% | 0%
C=CCn1c(COc2cccc(C)c2C)nnc1SCC(=O)N1CCN(c2ccccc2)CC1 | -7% | -10% | -0.7% | -5% | -5 | 7 | 0% | -6% | -4% | -27% | -3%
COc1ccccc1C(=O)Nc1ccnn1C1CCN(CC2CC=CCC2)CC1 (stereo unspecified) | x | x | 0.4% | -5% | 17 | -4 | 0% | 0% | -3% | -23% | 4%
CC(C)(C)c1ccccc1OCCOCCNCc1ccccc1 | -14% | -2% | -0.7% | 0% | 5 | -3 | -13% | 0% | -1% | -36% | 1%
O=S(=O)(Nc1cccc(-c2ccc3nncn3n2)c1)c1ccc(Cl)s1 | -2% | 6% | 0.1% | 4% | 5 | 5 | u | 0% | -4% | 24% | 3%
CCN1CCN(c2ccc(NC(=O)c3cc(S(=O)(=O)N4CCCC4)ccc3Cl)cc2)CC1 | x | x | -2.0% | -2% | 8 | x | u | 1% | 2% | -21% | x
CCN(CCCNC(=O)CCn1c(=O)[nH]c2ccccc2c1=O)c1ccccc1 | -9% | -1% | 0.1% | 1% | 2 | 3 | -20% | -1% | -3% | 3% | 5%
COc1cccc(C(=O)N(C)CC(=O)Nc2cccc3ccccc23)c1 | x | x | 0.0% | 0% | 1 | x | u | 2% | -6% | 11% | x
COc1ccccc1-c1ocnc1C(=O)Nc1ccc(N2CCOCC2)cc1N1CCOCC1 | -27% | 1% | 0.5% | -6% | -21 | 0 | u | -2% | 0% | -33%[inhibitor] | 13%
Cc1ccc(C)c(N(CC(=O)NC2CCCC2)C(=O)CCC(=O)Nc2nccs2)c1 | -5% | 0% | -0.6% | 0% | 9 | 2 | 12% | 4% | -2% | 2% | 15%
CSc1ccc(CN2CCN(CC=C(C)C)C(CCO)C2)cc1 (stereo unspecified) | -7% | -1% | 0.0% | -8% | -2 | -1 | 1% | 3% | 0% | -2% | 5%

Screens: PubChem BioAssay, National Center for Advancing Translational Sciences (NCATS)
